All columns: NCI-60 one-dose screen, growth in % after 48 h at 10 µM unless noted; 100 = growth as untreated, 0 = no growth, -100 = all killed.
HS 578T – HS 578T breast cancer | AID 1794788 | hit rate 4.1% among 78,000
SK-MEL-2 – SK-MEL-2 melanoma; hit rate 4.7% among 77,000; AID 1794763
SK-MEL-5 – SK-MEL-5 melanoma; hit rate 6.4% among 80,000; AID 1794755
UACC-62 – UACC-62 melanoma; AID 1794756; hit rate 5.4% among 81,000
UACC-257 – UACC-257 melanoma | hit rate 4.4% among 78,000 | AID 1794764
LOX IMVI – LOX IMVI melanoma. hit rate 7.4% among 79,000
SK-MEL-28 – SK-MEL-28 melanoma. AID 1794761. hit rate 4.1% among 81,000
MALME-3M – MALME-3M melanoma; hit rate 5.8% among 78,000
* hit, by the source's call; . = no result given; [ ] = dose if it differs, or a comment. Rule for the calls: active = growth percent below 10; inactive = the rest.

SMILES | HS 578T | SK-MEL-2 | SK-MEL-5 | UACC-62 | UACC-257 | LOX IMVI | SK-MEL-28 | MALME-3M
O=[N+]([O-])c1ccccc1SNc1ccccc1 | 89 | 110 | 104 | 88 | 100 | 82 | 108 | 100
Cc1ccc(S(=O)(=O)N(SSN(c2ccccc2)S(=O)(=O)c2ccc(C)cc2)c2ccccc2)cc1 | 104 | 116 | 103 | 97 | 99 | 109 | 99 | 106
N=C(N)Oc1ccc(Cl)cc1 | 99 | 103 | 103 | 100 | 104 | 96 | 110 | 110
CCOC(=O)C(=Cc1ccco1)C(=O)OCC | 118 | . | 97 | 110 | 103 | 106 | 108 | 103
CCOC(=O)C(C(=O)OCC)c1nc2sc3cc(Cl)c(Cl)cc3n2c(=O)c1C#N | 108 | 101 | 66 | 84 | 117 | 98 | 122 | 105
CCOC(=O)CN1CCC(C(=O)OCC)CC1 | 106 | 111 | 103 | 95 | 110 | 99 | 108 | 111
O=C(OCCc1ccccn1)c1cccc([N+](=O)[O-])c1 | 134 | 111 | 106 | 102 | 104 | 109 | 120 | 112
CC1=NN(c2ccccc2)C(c2ccco2)C1 (configuration not stated) | . | 97 | 103 | 95 | 109 | 105 | 102 | 107
N#Cc1c(-c2ccccc2)nc(SCC2CO2)[nH]c1=O (configuration not stated) | 99 | 75 | 90 | 89 | 97 | 88 | 117 | 123
O=C(N/N=C/c1cccc(O)c1O)c1ccccc1 | 66 | 55 | 1.0* | -9.2* | . | 7.7* | 30 | 20
Cc1ccc2c(C3C4=C(CCCC4=O)OC3c3cc(=O)oc4ccc(C)cc34)cc(=O)oc2c1 (configuration not stated) | 91 | 99 | 100 | 102 | 97 | 100 | 101 | 98
COc1ccc(C2=C/C(=C/c3cc(OC)ccc3OC)C(=O)N2CCc2ccc(S(N)(=O)=O)cc2)cc1 | 90 | 67 | 91 | 65 | 96 | 83 | 94 | 92
CC(C)=C/C(C)=C(/C#N)C(=O)OC(C)C | 122 | 114 | 112 | 108 | 91 | 104 | 119 | 102
COc1ccc(C2NC(=O)c3cc(OC)c(OC)cc3N2)cc1 (configuration not stated) | 91 | 107 | 95 | 111 | 97 | 111 | 98 | 103
O=C1c2cccc(Cl)c2C(=O)c2c1cccc2[N+](=O)[O-] | . | . | 99 | 100 | 60 | 76 | 95 | 131
COc1ccc(-c2[nH]c3c(c(=O)c2C#N)c(=O)n(C)c(=O)n3C)cc1 | 92 | 87 | 91 | 87 | 100 | 92 | 98 | 94
CCOC(=O)C(Nc1ccc(F)cc1)c1ccc(N)cc1 (configuration not stated) | 103 | 91 | 98 | 67 | 95 | 70 | 105 | 101
COc1ccc(-c2nnc(SCC(=O)Nc3nc(-c4ccccc4)cs3)o2)cc1OC | 81 | 90 | 96 | 55 | 90 | 86 | 91 | 106
Cn1c(=O)c2c(nc(N/N=C/c3ccccc3Cl)n2C)n(C)c1=O | 137 | 82 | 109 | 104 | 95 | 98 | 122 | 109
O=C(CCC(=O)Nc1ccccc1)Nc1ccccc1 | 105 | 119 | 100 | . | 112 | 91 | 108 | 91
C#CCOC(=O)Nc1ccccc1 | 105 | 109 | 103 | 104 | 94 | 99 | 103 | 115
O=C1Nc2cccc3cccc(c23)NC1=O | 198 | 99 | 98 | 92 | 104 | 95 | 204 | .
O=C(NCCNc1nccc(Nc2ccc(S(=O)(=O)Nc3ccccn3)cc2)n1)c1ccccc1 | 90 | 97 | 99 | 94 | 78 | 101 | 112 | 109
CCN1C(=O)NC(c2ccccc2)C1=O (configuration not stated) | 95 | 92 | 100 | 98 | 83 | 96 | 118 | 98
O=C1CC(c2cc3c(cc2Cl)OCO3)c2cc(Br)c3ccccc3c2N1 (configuration not stated) | 93 | 99 | . | 105 | 104 | 49 | 110 | 106
CC(=O)[C@@]1(O)CC[C@H]2[C@@H]3CCC4=CC(=O)CC[C@]4(C)[C@H]3C(=O)C[C@@]21C | . | 127 | 107 | 112 | 111 | . | 112 | 106
NC1=NN=C(c2ccccc2)C(c2ccccc2)S1 (configuration not stated) | 85 | . | 102 | 98 | 109 | 102 | 102 | 113
O=C(/C=C/C12c3ccccc3C(c3ccccc31)C1C(=O)NC(=O)C12)c1ccco1 (configuration not stated) | 31 | 7.2* | 46 | 31 | 45 | 16 | 44 | 49
Nc1nnc(-c2c[nH]c3ccc(Br)cc23)c(-c2c[nH]c3ncc(Br)cc23)n1 | 49 | -33* | 44 | 25 | 60 | 32 | 37 | 39
O=S(=O)(c1ccc(Cl)c(Cl)c1)c1ccc(Cl)c(Cl)c1 | 102 | 86 | 95 | 97 | 100 | 91 | 112 | 101
CNc1ccc(Nc2cccc(C)c2)c2c1C(=O)c1ccccc1C2=O | 101 | 60 | 91 | 65 | 107 | 82 | 114 | 147
Nc1nc(SCc2ccc(Cl)cc2Cl)c2[nH]cnc2n1 | 95 | 97 | 95 | 90 | 108 | 89 | 98 | 101
Cc1cc(C)c2c(=O)[nH]c(SCC(=O)Nc3cccc(S(=O)(=O)N(C)C)c3)nc2n1 | 122 | 97 | 113 | 98 | . | 101 | 126 | 96
CC(=O)c1ccc(CCCCc2ccc(C(C)=O)cc2)cc1 | 125 | 93 | 98 | 94 | 107 | 92 | 108 | .
CCN(CC)CCOC(=O)Nc1cc(C(F)(F)F)ccc1Cl | 117 | 105 | 104 | 106 | 101 | 92 | 108 | 112
COc1cc2nnn(-c3ccncc3)c2cc1OC | 96 | 114 | 101 | 105 | 100 | 96 | 116 | 103
CCCCn1c(=O)c(C(c2c(O)c3cc(C)ccc3oc2=O)c2cn(Cc3ccccc3)c3ccc(F)cc23)cc2cc(Cl)ccc21 (configuration not stated) | 99 | 103 | . | 76 | 103 | 95 | 102 | 99
CC/C(=C(\c1ccc(O)cc1)c1ccc(OCCN(C)CCN(C)C(=O)CCCCC(=O)c2c(C)[nH]c(/C=C3\N=C(c4ccc[nH]4)C=C3OC)c2C)cc1)c1ccccc1 | 98 | . | 78 | 95 | 100 | 45 | 90 | 116
CC(C)C1NC(=O)NC1=O (configuration not stated) | 106 | 96 | 100 | 112 | . | 112 | 96 | 100
CCCOC(=O)Nc1ccc(OCC)cc1 | 108 | 102 | 107 | 119 | 116 | 106 | 108 | .
Clc1ccccc1Cc1cn2cc(-c3ccccc3)nc2s1 | 76 | 111 | 78 | 58 | 87 | 66 | 90 | 81
COc1ccc(-c2cc(NC(=O)Nc3ccc4ncsc4c3)no2)cc1 | 93 | 112 | 100 | 96 | 115 | 102 | 108 | 112
CC(=O)c1sc(-c2ccc(C)cc2)cc1O | 96 | 97 | 100 | 97 | 93 | 111 | 111 | 104
Cc1cc(C)c(-c2c(N)cc(Br)cc2Br)c(N)c1 | 66 | 44 | 29 | 58 | 67 | 33 | 51 | 27
COc1ccc2oc(N)nc2c1 | 106 | 88 | 109 | 91 | 101 | 107 | 123 | .
O=C(Nc1ccc(Nc2ncnc3sc4c(c23)CCCC4)cc1)Nc1cccc(Cl)c1 | 103 | 116 | 98 | 107 | 94 | 103 | 104 | 98
COc1cc2c(cc1OC)C1(NCC2)C(=O)NC2C=CC=CC21 (configuration not stated) | 83 | 108 | 99 | 94 | 96 | 94 | 105 | 93
O=C1[C@H]2Cc3c([nH]c4ccccc34)[C@@H](c3c(Cl)cccc3Cl)N2C(=O)CN1C1CCN(Cc2c(Cl)cccc2Cl)CC1 | 81 | 102 | 86 | 75 | 93 | 110 | 102 | 101
COc1cc2c(Nc3ccc(F)c(Cl)c3)ncnc2c(OC)c1OC | 101 | 91 | 101 | 93 | 102 | 99 | 112 | 98
COc1ccc2c(c1)C1=NN(C(=O)CO)[C@H](c3ccc(OC(F)(F)F)cc3)[C@@H]1CC2 | 86 | 89 | 83 | 76 | 123 | 89 | 121 | 101
N#Cc1ccc(NC(=O)COc2ccc(/C=C3\C(=O)Nc4ccccc43)cc2)cc1 | 96 | 99 | 80 | 78 | 104 | 63 | 103 | 88
COc1cc(C2c3cc4c(cc3CCN2C)OCO4)cc(OC)c1OC (configuration not stated) | 114 | 93 | 104 | 102 | 100 | 96 | 102 | 93
O=C(c1ccccc1)c1ccccc1C(=O)c1ccccc1 | . | 113 | 92 | 98 | 147 | 93 | 98 | 159
O=S(=O)(O)c1ccc(N=Nc2ccc(N=Nc3ccc(O)c4cccc(S(=O)(=O)O)c34)cc2)cc1 | 93 | 103 | 106 | 100 | 90 | 96 | 113 | 103
NC(=O)NCN1CCOCC1 | 101 | 108 | 92 | 102 | 102 | 93 | 103 | 105
Cc1ccc(NC(=O)CN2CCN(c3ncnc4c3cnn4-c3ccccc3)CC2)cc1 | 78 | 88 | 78 | 69 | 93 | 23 | 86 | 91
Cc1coc(NS(=O)(=O)c2ccc(N=Nc3ccc(O)c4ncccc34)cc2)c1C | 98 | 102 | 98 | 95 | 96 | 87 | 107 | 87
COc1ccc(OCC(O)CN2CCN(c3ccccc3C)CC2)cc1 (configuration not stated) | 100 | 104 | 103 | 99 | 92 | 111 | 105 | 90
O=C(O)C1CCC(C(=O)O)O1 (configuration not stated) | 104 | 102 | 101 | 99 | 103 | 101 | 106 | .
C=C1NC(=O)C(C(C)CC)NC(=O)C2CSCC(NC(=O)CCC(=O)O)C(=O)NC(Cc3ccccc3)C(=O)NC(C)C(=O)NC(CC(C)CC)C(=O)NC(C(=O)NC(Cc3ccccc3)C(=O)N3CCCC3C(=O)N2)C(C)OC(=O)C(CO)NC(=O)C(C(O)COC)N(C)C(=O)C(C(C)C)NC(=O)C(CC(C)CC)NC1=O (configuration not stated) | . | . | -45*[6 µM] | 40[6 µM] | 30[6 µM] | 15[6 µM] | 60[6 µM] | 55[6 µM]

10 compounds out of the list, sorted by formula weight, ascending.
SMILES | HS 578T | SK-MEL-2 | SK-MEL-5 | UACC-62 | UACC-257 | LOX IMVI | SK-MEL-28 | MALME-3M
O=C(c1ccccc1)c1ccccc1C(=O)c1ccccc1 | . | 113 | 92 | 98 | 147 | 93 | 98 | 159
COc1cc2c(cc1OC)C1(NCC2)C(=O)NC2C=CC=CC21 (configuration not stated) | 83 | 108 | 99 | 94 | 96 | 94 | 105 | 93
COc1ccc(OCC(O)CN2CCN(c3ccccc3C)CC2)cc1 (configuration not stated) | 100 | 104 | 103 | 99 | 92 | 111 | 105 | 90
COc1cc(C2c3cc4c(cc3CCN2C)OCO4)cc(OC)c1OC (configuration not stated) | 114 | 93 | 104 | 102 | 100 | 96 | 102 | 93
COc1cc2c(Nc3ccc(F)c(Cl)c3)ncnc2c(OC)c1OC | 101 | 91 | 101 | 93 | 102 | 99 | 112 | 98
N#Cc1ccc(NC(=O)COc2ccc(/C=C3\C(=O)Nc4ccccc43)cc2)cc1 | 96 | 99 | 80 | 78 | 104 | 63 | 103 | 88
COc1ccc2c(c1)C1=NN(C(=O)CO)[C@H](c3ccc(OC(F)(F)F)cc3)[C@@H]1CC2 | 86 | 89 | 83 | 76 | 123 | 89 | 121 | 101
Cc1coc(NS(=O)(=O)c2ccc(N=Nc3ccc(O)c4ncccc34)cc2)c1C | 98 | 102 | 98 | 95 | 96 | 87 | 107 | 87
O=C(Nc1ccc(Nc2ncnc3sc4c(c23)CCCC4)cc1)Nc1cccc(Cl)c1 | 103 | 116 | 98 | 107 | 94 | 103 | 104 | 98
O=S(=O)(O)c1ccc(N=Nc2ccc(N=Nc3ccc(O)c4cccc(S(=O)(=O)O)c34)cc2)cc1 | 93 | 103 | 106 | 100 | 90 | 96 | 113 | 103

The list continues:
SMILES | HS 578T | SK-MEL-2 | SK-MEL-5 | UACC-62 | UACC-257 | LOX IMVI | SK-MEL-28 | MALME-3M
Cc1cc(Nc2nc(OCCCN(C)C)nc3ccccc23)n[nH]1 | 97 | 102 | 103 | 101 | 91 | 111 | 99 | 90
O=S(OCCN1CCCC1)C(c1ccccc1)c1ccccc1 (configuration not stated) | . | 104 | 108 | 94 | 103 | 101 | 109 | 130
CCCC(C)Sc1nc2c([nH]1)c(=S)n(C)c(=O)n2C (configuration not stated) | 100 | 99 | 76 | 91 | 104 | 89 | 109 | .
CCC(C(=O)[C@@H](C)[C@@H](O)[C@H](C)[C@@H]1O[C@@H]([C@@H](CC)C(=O)ONC(=O)c2ccccc2)CC[C@@H]1C)[C@H]1O[C@]2(C=CC(=O)[C@]3(CC[C@@](C)([C@H]4CC[C@](O)(CC)[C@H](C)O4)O3)O2)[C@H](C)C[C@@H]1C (some centres not stated) | -2.4* | -4.1* | -74* | -24* | 32 | 4.6* | 21 | -25*
Cc1cc2ccccn2c1C(=O)c1ccc(C(=O)c2ccccc2)cc1 | 86 | 15 | 98 | 75 | 43 | 92 | 90 | 77
S=c1oc(-c2cc(-c3ccccc3)nc3ccccc23)nn1CN1CCN(c2ccccc2)CC1 | . | 123 | 96 | 86 | 106 | 102 | 105 | 93
CC1(C)CC[C@]2(C(=O)NCCCCCCN(CCCN)CCCN)CC[C@]3(C)C(=CC[C@@H]4[C@@]5(C)CC[C@H](O)C(C)(C)[C@@H]5CC[C@]43C)[C@@H]2C1 | 110 | 113 | 101 | 88 | 98 | 98 | 107 | 103
COc1cc(-c2c(C#N)c(N)n3c(nc4ccccc43)c2C#N)cc(Br)c1OC | 20 | 77 | 36 | 55 | 54 | 53 | 58 | 7.4*
O=c1nc2oc3c(Cl)cc(Cl)cc3cc-2s1 | 95 | 99 | 95 | 98 | 81 | 98 | 98 | 105
COc1ccc(-c2c3c(cc4ncn(Cc5ccccc5)c24)COC3=O)cc1 | 65 | 117 | 90 | 83 | 114 | 85 | 97 | 83
C#CCN(Cc1ccccc1OC)Cc1ccccc1Sc1ccccc1 | 98 | 92 | 99 | 92 | . | 93 | 102 | 105
O=C(O)CNCNc1ccc(S(=O)(=O)c2ccc(NCNCC(=O)O)cc2)cc1 | 102 | 99 | 104 | 103 | 90 | 100 | 109 | 99
COc1ccc(NC(=S)N/N=C(\C)c2cc3ccccc3oc2=O)cc1 | 98 | . | 97 | 89 | 93 | 87 | 93 | 85

Bioassay records (PubChem BioAssay)
